Screening results as filed in PubChem BioAssay.
MIN6 prolif: inducers of beta-cell replication in MIN6 cells; MIN6 cells proliferation, ATPlite luminescence, 48 h; cells starved in 0.2% serum; 100% = growth in 10% serum; proliferation, % at 10 µM; hit rate 0.29% among 330,000;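 active = compounds whose signal lies at least 3.5 SD above the mean of all wells on their plate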;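 also: 0% = DMSO-treated cells in low-serum medium and 100% = 10% serum control; some compounds called inactive have numbers as strong as hits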
APOBEC3A inh: blocks human APOBEC3A ssDNA deamination; P31941; recombinant A3A, FAM/TAMRA ssDNA deamination fluorescence; inhibition, % at 20 µM; hit rate 0.41% among 330,000; AID 493011;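 active = at least 40% inhibition at 20 µM here, with at most 30% in a related deaminase screen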;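 also: plate controls were A3A with DMSO for no effect and wells lacking A3A enzyme for full effect; some results filed as inactive read as strong as hits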
Target sequence (P31941 whole entry, looked up): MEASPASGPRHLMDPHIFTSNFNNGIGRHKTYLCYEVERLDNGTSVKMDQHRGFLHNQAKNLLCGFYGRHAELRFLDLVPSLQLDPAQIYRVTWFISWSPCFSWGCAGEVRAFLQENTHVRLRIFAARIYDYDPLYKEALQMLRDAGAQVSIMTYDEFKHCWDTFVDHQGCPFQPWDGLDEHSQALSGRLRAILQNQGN
tim10-1 inh: inhibits growth of tim10-1 mutant yeast. S. cerevisiae tim10-1 ts strain growth, BacTiter-Glo, 24 h. inhibition, % at 20 µM. hit rate 2.2% among 330,000;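 active = inhibition of at least 40%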;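 also: mutant grown at 25 °C; 0% = DMSO wells with yeast and 100% = wells holding no yeast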
hIAP inh: blocks human intestinal alkaline phosphatase. purified IAP, CDP-Star luminescence, 30 min. hit rate 0.12% among 330,000. AID 2544. inhibition, % at 10 µM;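 active = inhibition reaching a set limit with compound at 10 µM in the primary screen, cut at about 35% in these data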;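 also: plate controls were DMSO wells with enzyme for no effect and no-enzyme buffer wells for full effect; values of inactives mirror those of a sister screen read the other way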
Target sequence (P09923 whole entry, looked up): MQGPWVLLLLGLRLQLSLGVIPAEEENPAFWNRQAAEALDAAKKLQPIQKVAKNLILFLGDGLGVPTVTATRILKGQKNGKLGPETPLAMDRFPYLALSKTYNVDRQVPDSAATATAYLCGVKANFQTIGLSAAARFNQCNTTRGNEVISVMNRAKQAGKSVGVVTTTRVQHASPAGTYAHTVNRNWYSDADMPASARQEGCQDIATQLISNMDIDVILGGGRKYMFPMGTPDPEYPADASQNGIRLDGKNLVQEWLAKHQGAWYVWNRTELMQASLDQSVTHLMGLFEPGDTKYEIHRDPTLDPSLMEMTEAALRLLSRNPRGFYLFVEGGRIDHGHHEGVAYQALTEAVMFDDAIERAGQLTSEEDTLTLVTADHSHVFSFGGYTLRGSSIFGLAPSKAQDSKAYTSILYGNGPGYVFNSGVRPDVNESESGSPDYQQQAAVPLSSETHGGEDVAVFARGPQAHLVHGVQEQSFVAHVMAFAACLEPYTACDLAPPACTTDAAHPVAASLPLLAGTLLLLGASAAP
TIM10 inh: inhibits growth of TIM10 yeast strain; S. cerevisiae TIM10 strain growth, BacTiter-Glo luminescence, 24 h; inhibition, % at 10 µM; hit rate 1.4% among 330,000; AID 463195;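 active = inhibition of 40% or more at the single tested concentration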;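 also: wild-type TIM10 isogenic control strain grown at permissive 25 °C; 0% = DMSO yeast wells and 100% = minimal medium wells without yeast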
NALP3 yeast inh: inhibitors of NALP3 inflammasome in yeast; Yeast reconstituted NLRP3/ASC/caspase-1, beta-gal luminescence, 24 h; inhibition, % at 10 µM; hit rate 0.39% among 330,000;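 active = inhibition of 50% or more; inactive = inhibition below 50%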;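 also: plate controls were induced DMSO wells for no effect and uninduced yeast grown without galactose for full effect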
APOBEC3G inh: APOBEC3G (human) deaminase inhibition. hit rate 0.28% among 330,000. AID 493012. recombinant A3G, ssDNA deamination FAM/TAMRA fluorescence. Q9HC16. inhibition, % at 20 µM;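 active = inhibition of at least 40% at 20 µM, with no more than 30% in the related APOBEC3A deaminase screen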;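 also: plate controls were DMSO wells with A3G for no effect and wells lacking A3G enzyme for full effect; some compounds called inactive have numbers as strong as hits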
mIAP activ: mouse IAP activation | AID 2805 | muIAP, CDP-Star luminescence, 30 min; hits give high values; 1 = vehicle-only enzyme signal, 0 = enzyme-free wells | hit rate 0.24% among 330,000 | activation factor at 10 µM;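 active = activation factor of at least 2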; also: the source names both 10 and 20 µM as test concentration; values of inactives mirror those of a sister screen read the other way
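System: Mouse IAP enzyme | Also added: CDP-Star substrate | Dosing: Compounds dispensed in DMSO | Schedule: 30 min enzyme-substrate-compound incubation at room temperature | Technique: Chemiluminescence readout | Control set: DMSO-only wells and no-enzyme negative control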
mIAP inh: blocks mouse intestinal alkaline phosphatase; inhibition, % at 10 µM; purified mouse IAP, CDP-Star luminescence, 30 min; hit rate 0.2% among 330,000; AID 2806;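 active = inhibition of at least 40% at 10 µM in the primary screen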;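 also: plate controls were DMSO with enzyme for no effect and no enzyme wells for full effect; values of inactives mirror those of a sister screen read the other way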
An asterisk follows results filed as active.

SMILES	MIN6 prolif	APOBEC3A inh	tim10-1 inh	hIAP inh	TIM10 inh	NALP3 yeast inh	APOBEC3G inh	mIAP activ	mIAP inh
Cc1ccc(-n2c(=O)c3c4c(sc3n3c(C)nnc23)COC(C(C)C)C4)cc1 (stereo not given)	4.6	-20.7	12.4	-13.0	11.9	22.0	-6.3	0.963	3.7
C=C(NC(=O)C(=C)NC(=O)c1csc(C2=NC3c4csc(n4)C4NC(=O)c5csc(n5)C([C@@](C)(O)C(C)O)NC(=O)C5CSC(=N5)/C(=C\C)NC(=O)C(C(C)O)NC(=O)c5csc(n5)[C@]3(CC2)NC(=O)C(C)NC(=O)C(=C)NC(=O)C(C)NC(=O)C(C(C)CC)NC2C=Cc3c(C(C)O)cc(nc3C2O)C(=O)OC4C)n1)C(N)=O (stereo not given in full)	-7.8	-1.0	19.2	-37.5	4.5	12.8	-2.0	1.01	-0.7
COC(=O)C(Cc1ccccc1)NC(=O)C12CC3CC(CC(C3)C1)C2 (stereo not given)	0.0	3.3	32.8	15.8	32.9	-0.7	1.4	0.973	2.7
Cn1c(=O)n(C)c2cc([N+](=O)[O-])c(N3CCN(C(=O)c4ccc(F)cc4)CC3)cc21	-2.7	1.5	7.9	10.1	3.8	22.5	-2.4	0.998	0.2
CSCCC(NS(=O)(=O)c1ccc2c(c1)OCCO2)C(=O)NCCc1ccccn1 (stereo not given)	-0.1	-10.1	5.6	-5.7	-1.9	-20.7	-9.4	0.953	4.7
Cc1ccc(C)c(NC(=O)CCC(=O)N/N=C/c2cc([N+](=O)[O-])ccc2O)c1	-2.7	-1.0	-5.5	-33.2	7.7	13.6	-5.2	0.757	24.3
Cc1cccc(C)c1N1CCN(C(=O)N2CCOCC2)CC1	-2.6	-4.0	27.2	-8.8	-1.7	7.8	-8.5	1.2	-19.8
N#C/C(=C(/O)CCl)c1nnc2n1CCCCC2	0.0	-8.9	1.5	1.8	-27.9	-11.1	-3.1	1.04	-4.1
O=C(NCCCN1CCOCC1)c1cc(S(=O)(=O)N2CCOCC2)c(Cl)cc1Cl	-1.3	-4.3	-19.3	15.4	5.2	-5.0	-8.4	1.09	-8.7
O=C(/C=N/O)NCCCn1ccnc1	-3.5	-1.8	1.5	-11.1	6.9	1.7	-4.8	0.984	1.6
CCOc1cc(Br)ccc1S(=O)(=O)N1CCC(C(N)=O)CC1	-1.6	3.2	14.6	11.0	1.5	13.5	2.7	1.03	-2.8
CCCCn1c2c(c(=N)c3ccccc31)CCC2	-3.3	87.7*	-23.9	-7.4	1.7	-8.7	22.7	0.971	2.9
CO/N=C(/CS(=O)c1ccc(Br)cc1)c1ccc(OC)cc1 (stereo not given)	2.3	-4.8	-11.1	11.0	-12.3	20.8	-6.2	0.94	6.0
Nc1ccc(O)c2ccccc12	-4.2	9.1	13.1	13.5	12.5	28.6	37.2	0.947	5.3
O=C(CNC(=O)c1ccco1)NNC(=O)c1n[nH]c(=O)c2ccccc12	-0.5	0.1	-19.5	-19.7	-2.2	8.2	0.6	0.67	33.0
O=C(CCS(=O)(=O)c1ccccc1)N1CCN(c2ccccc2F)CC1	-1.0	0.7	-44.8	-19.8	-26.6	13.0	-6.7	0.978	2.2
Cc1cc(C)cc(NC(=O)CCC(=O)N2CCSc3ccccc32)c1	1.2	-0.3	12.8	16.0	6.0	20.7	1.9	1.02	-2.2
Cc1ccc2nc(-c3ccc(N4C(=O)CC(N5CCN(CCO)CC5)C4=O)cc3)sc2c1 (stereo not given)	-5.1	1.1	13.8	-1.0	18.6	-8.7	-1.0	1.01	-1.3
Cc1ccc(S(=O)(=O)N2CCC(=O)N(C(COCc3ccccc3)C(C)C)CC2)cc1 (stereo not given)	4.5	-0.9	1.9	1.0	10.9	2.2	-4.0	1.06	-5.8
CCN(CC)CCn1c2c(c(SCC(=O)Nc3ccc(C(C)C)cc3)nc1=O)CCC2	-0.8	2.6	-10.6	-17.6	5.0	18.7	1.3	0.976	2.4
Cc1oc(-c2ccc(Cl)cc2)nc1CN1CCC(C(=O)NCCCN2CCOCC2)CC1	-4.8	-1.7	-25.4	-6.3	-9.3	6.3	-2.0	1.05	-4.9
CCN(CC(=O)NCc1cccs1)C(=O)Cc1ccc(C)c(C)c1	-4.1	-3.7	25.5	-14.4	6.8	15.5	-9.4	1.05	-4.6
O=C(Nc1nnc(-c2ccncc2)o1)C1CCCCC1	-1.4	0.5	-20.0	-7.0	-22.9	-3.4	-6.8	1.04	-3.9
CC(C)(C)C1CCC(OCC(O)CN2CCN(Cc3ccccc3)CC2)CC1 (stereo not given)	-5.8	1.6	14.5	1.4	-30.8	27.6	-1.0	0.897	10.3
CC(=O)C1C(c2ccccc2OC(F)F)NC(=O)NC1(O)C(F)(F)F (stereo not given)	-2.5	1.6	5.5	9.7	7.0	2.0	-7.1	0.937	6.3
COC(=O)COc1ccc(-c2nn(C)c(=O)c3ccccc23)cc1	-3.6	-0.1	17.2	-1.5	19.7	3.5	-0.8	1.01	-0.6
COc1ccc(COC(=O)CCN=C2NS(=O)(=O)c3ccccc32)cc1F	2.6	-3.8	7.9	-5.4	0.8	-7.4	-12.5	1.03	-3.0
COC(=O)Cc1cc(=O)n(-c2nc3ccccc3[nH]2)[nH]1	-3.3	-4.0	18.6	5.0	8.4	-2.1	-2.0	0.886	11.4
Cc1cc(Cl)ccc1NNC(=O)c1c(C)noc1C	-2.7	-6.7	-55.9	-5.5	1.3	18.4	19.6	1.18	-17.6
CCCCOc1ccccc1/C=N/NC(=O)CC#N	1.0	-1.2	10.8	-3.2	14.7	-2.2	-1.9	0.938	6.2
CCN(C(=O)C(C)Sc1nnc(-c2ccncc2)n1C)C1CCCCC1 (stereo not given)	-3.5	-4.3	12.3	-6.0	6.0	-5.4	-6.2	0.979	2.1
O=C(NNC(=O)c1cc(-c2ccncc2)nc2ccccc12)c1ccccc1O	-3.8	-1.5	6.8	-62.6	-19.9	5.1	-3.1	0.777	22.3
COc1ccccc1N1CCN(CC(=O)c2c(C)n(C)c3ccccc23)CC1	-1.8	6.3	14.0	0.7	1.2	0.5	-4.1	0.95	5.0
CCCCCCCC(=O)NNC(=O)Cc1ccccc1	1.0	-3.4	6.3	10.0	-1.0	6.1	-4.8	0.896	10.4
COc1ccc(-c2nc(N)n[nH]2)cc1	-5.8	7.0	-5.1	8.1	8.7	-0.4	-0.3	0.944	5.6
Fc1ccc(C(c2nnnn2Cc2cccs2)N2CCN(C3CCCCC3)CC2)cc1 (stereo not given)	-3.6	-0.4	12.0	6.5	3.3	15.9	-0.4	0.975	2.5
COc1cc(OC)c(OC)cc1/C=N/NC(=O)C[n+]1ccccc1	-3.7	-0.4	8.4	12.2	1.6	8.4	-5.1	1.02	-2.0
Cc1ccc(COc2ccsc2C(=O)NN)cc1	-1.4	0.8	16.5	12.0	25.0	20.4	-2.1	0.956	4.4
Cc1nc2ccc(NC(=O)C3CCCCC3)cc2s1	-2.9	16.4	28.2	-24.8	-2.8	12.3	-7.1	1.22	-22.0
COc1ccc(-c2csc(NC(=O)c3c(OC)cccc3OC)n2)cc1	-3.0	-3.1	0.3	-15.8	5.6	17.5	-1.7	0.992	0.8
Cc1ccc(-c2nn(-c3ccccc3)cc2C=O)o1	-4.1	-0.8	63.2*	6.3	71.7*	43.9	-2.2	0.961	3.9
O=C(C1CCN(S(=O)(=O)c2ccccc2)CC1)N1CCN(Cc2ccccc2)CC1	-2.6	-4.7	9.4	3.2	4.7	9.2	-6.6	0.947	5.3
Cc1ccsc1C(C(=O)NC1CCCCC1)N(C(=O)Cc1cccs1)C1CC1 (stereo not given)	-0.2	-0.4	19.2	6.6	0.6	-3.8	-0.3	1.19	-18.7
CC(C)Cn1c(N)c(C(=O)COC(=O)c2ccc(O)cc2O)c(=O)n(C)c1=O	-1.9	2.5	9.1	-15.3	-1.8	3.5	-2.3	1.02	-1.9
NC1(C#Cc2ccc3oc(=O)c(-n4cc(C5(O)CCCCC5)nn4)cc3c2)CCCCC1	-2.7	-3.5	21.5	-6.6	11.0	6.7	-10.6	1	-0.2
CC(C)C(=O)Nc1ccc(S(=O)(=O)Nc2ccccn2)cc1	1.1	-5.0	-10.5	7.2	3.3	11.2	-5.5	0.95	5.0
O=C1Nc2ccc(S(=O)(=O)NCC3CCCO3)c3cccc1c23 (stereo not given)	1.1	4.3	9.9	-17.1	8.1	4.7	4.8	0.986	1.4
CCOc1ccccc1NC(=O)CN(C)S(=O)(=O)c1cccc2nsnc12	-2.2	0.9	26.0	-10.0	-7.5	10.6	-5.1	1.06	-5.6
CCOc1cc(C2C(C(=O)N3CCCCC3)=C(C)NC3=C2C(=O)CCC3)cc(Br)c1O (stereo not given)	-2.7	-0.5	9.2	5.9	4.9	13.2	-5.6	1.04	-4.2
CSc1ccccc1NC(=O)COC(=O)c1ccccc1O	2.5	0.2	15.7	-12.8	-12.1	2.2	-4.8	0.975	2.5
Cc1cc(C(F)(F)F)nn1-c1nc(-c2ccco2)cc(C(F)(F)F)n1	4.0	3.2	23.4	-6.2	10.7	-11.0	1.6	1.01	-0.6
COc1ccc(N(CC(=O)N/N=C(\C)c2cccs2)S(=O)(=O)c2ccccc2)cc1Cl	0.1	-4.5	10.1	-4.3	-6.2	3.6	-8.7	0.835	16.5
CCCCCCCCOC(=O)CCn1[nH]c(=O)c2ccccc2c1=O	0.7	-0.1	17.4	7.5	26.5	3.7	-5.2	0.97	3.0
Cc1cn(-c2ccc(Br)cc2)[nH]c1=O	-2.6	-2.3	-3.2	2.9	4.3	21.6	0.7	1.04	-3.9
COc1ccc(C2CC(c3ccc(C)cc3)Nc3nc(N)nn32)cc1 (stereo not given)	-1.3	-2.0	5.4	-9.1	10.4	4.2	-5.5	1.03	-2.8
CSCCC(NC(=O)c1cccc([N+](=O)[O-])c1)C(=O)OCC(=O)N1CCCC1=O (stereo not given)	-3.4	1.6	-13.0	15.8	-3.0	15.3	-7.4	0.995	0.5
N#CCCN(C(=O)c1ccco1)c1ccccc1	0.1	-4.5	-1.5	3.2	1.1	-8.0	-8.5	0.975	2.5
O=C(N/N=C/c1ccc2ccccc2c1)c1ccc(COc2ccc3c(c2)CCC3)o1	-1.7	2.5	1.1	0.1	0.4	5.8	-0.8	0.993	0.7
COc1ccc(CNC(=O)c2c(-c3cc(Cl)c(OC)c(Cl)c3)noc2C)cc1	0.7	-0.1	30.3	17.3	7.0	8.1	-0.1	0.992	0.8
Cc1c(-c2nnc(-c3ccc(C(F)(F)F)cc3)o2)cnn1-c1ccccc1	-3.0	8.4	-2.8	-4.8	2.9	4.3	-2.6	0.912	8.8

One compound at a time (already shown). Screens in order: MIN6 prolif	APOBEC3A inh	tim10-1 inh	hIAP inh	TIM10 inh	NALP3 yeast inh	APOBEC3G inh	mIAP activ	mIAP inh
Listed for COC(=O)C(Cc1ccccc1)NC(=O)C12CC3CC(CC(C3)C1)C2 (stereo not given) : 0.0	3.3	32.8	15.8	32.9	-0.7	1.4	0.973	2.7
Listed for Cc1c(-c2nnc(-c3ccc(C(F)(F)F)cc3)o2)cnn1-c1ccccc1 : -3.0	8.4	-2.8	-4.8	2.9	4.3	-2.6	0.912	8.8
Listed for Cc1nc2ccc(NC(=O)C3CCCCC3)cc2s1 : -2.9	16.4	28.2	-24.8	-2.8	12.3	-7.1	1.22	-22.0

Rows were taken by chance (roughly 4.6% active in at least one column).
